Screens: PubChem BioAssay, several laboratories
MgcRacGAP inhibition: MgcRacGAP GTPase-activating activity inhibitors, confirmation, biochemical, ADP Hunter fluorescence; MgcRacGAP-stimulated Rac1 GTP hydrolysis, ADP Hunter fluorescence; higher % means a stronger effect; GST-tagged Rac1 F28L mutant substrate; inhibition, % at 30 µM; hits with a dose series show IC50 in µM; 0.6% of 340,000 active; AID 624330;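 active = first-screen hits whose inhibition reached a set limit at any dose in the follow-up dose series; inconclusive = inhibition above the set first-screen limit but never retested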;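 note: fluorescence reports GDP produced by GAP-driven GTP hydrolysis; strong numbers were not always called active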
K1F lysis inhibition: inhibition of K1F phage lysis, E. coli UTI89, bacterial capsule biogenesis inhibitors, alamar blue (AID 488966); E. coli UTI89 K1F phage lysis, alamar blue, 2 h; higher % means a stronger effect; inhibition, % at 100 µM, or IC50 in µM where a hit was titrated; 0.02% of 340,000 active;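 active = phage lysis inhibition, versus mean bacterial control, above a set limit; inconclusive = no clear call, values can overlap the other calls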;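 note: capsule biogenesis inhibitors block K1F phage lysis so surviving cells raise fluorescence; higher fluorescence means more inhibition of phage lysis; actives were called in the ten point dose series up to 300 µM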
PhoP inhibition: inhibitors of PhoP regulon expression, primary screen, Salmonella Typhimurium, GFP reporter (AID 1863); inhibition, % at 50 µM; hits with a dose series show IC50 in µM; 0.16% of 300,000 active; S. Typhimurium PhoP-regulated promoter GFP reporter, 4 h; higher % means a stronger effect;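 active = inhibition over 29.93%, a cutoff 3 SD above the screen mean, later confirmed by dose response; inconclusive = inhibition over 29.93% but no dose response follow-up; inactive = inhibition at most 29.93% or unconfirmed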;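 note: 0% = low Mg2+ inducing control and 100% = high Mg2+ repressing control; strong numbers were not always called active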
Large T inhibition: SV40 large T antigen inhibitors, biochemical (AID 1903) | SV40 large T antigen ATPase/helicase inhibition assay; higher % means a stronger effect | inhibition, % at 20 µM, or IC50 in µM where a hit was titrated | 0.39% of 310,000 active; in the data active = a potency from the dose series; inconclusive = inhibition mostly from about 32% at the one dose, without a potency; inactive = the rest, 99 in 100 with inhibition below about 32%; note: strong numbers were not always called active
RSV antiviral HEp-2: inhibition of RSV-induced cytopathic effect – HEp-2 cells, primary 10 µM value included (AID 2391) | 0.13% of 310,000 active | one-dose CPE inhibition, % at 10 µM; IC50 in µM for titrated hits | HEp-2 cells, RSV-induced CPE inhibition; higher % means a stronger effect; in the data active = a potency from the dose series; inconclusive = CPE inhibition mostly from about 23% at the one dose, without a potency; inactive = the rest, 99 in 100 with CPE inhibition below about 21%; note: strong numbers were not always called active
TNAP activation fold: stimulation of alkaline phosphatase TNAP activity – biochemical, luminescent, no phosphate acceptor, uHTS, primary screen (AID 1001); 0.03% of 200,000 active; activation fold at 20 µM; hits with a dose series show EC50 in µM; purified TNAP, luminescent activation assay, no phosphate acceptor; higher activation fold means a stronger effect; in the data active = activation fold from about 3, or a potency from the dose series; inactive = the rest, 99 in 100 with activation fold below about 1.6; note: many of its hits are not listed in these tables
T cell HTS: modulates CD8 T cell binding to vesicles; 2C CD8+ T cell-vesicle binding, flow cytometry; active compounds read low; calls only at 7 µM; 0.068% of 330,000 active; AID 2052;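 active = response, share of CD8 T cells binding vesicles, and their 90th percentile fluorescence all below set limits, cut at about 80% in these data, passing the limit was not always enough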
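Benchmarks: naked versus QL9-loaded vesicles / Assay system: purified 2C TCR transgenic mouse naive CD8+ T cells / Technique: high-throughput flow cytometry with anti-B7-1 and anti-CD8 staining / Timing: Cell–vesicle co-incubation 1.5 h at 37 °C, staining 20 min on ice / Read-out: percent CD8+ FL2 mean versus row control / Probe or stimulus: QL9-loaded Drosophila micro-vesicles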
NTR1 ag: agonists of NTR1, primary screen, imaging, U2OS cells, beta-arrestin-GFP, high content (AID 493036). NTR1-U2OS beta-arrestin-GFP spot imaging, agonist mode. activation, % at 20 µM. 0.17% of 330,000 active;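 active = activation at or above 40% of the spot to cytoplasm intensity ratio, with at least 20 cells analyzed; inconclusive = wells under 20 cells, flagged as cytotoxic or low count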;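 note: 0% = DMSO without peptide and 100% = 100 nM NTR1 peptide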
Target sequence (P30989 whole entry, looked up): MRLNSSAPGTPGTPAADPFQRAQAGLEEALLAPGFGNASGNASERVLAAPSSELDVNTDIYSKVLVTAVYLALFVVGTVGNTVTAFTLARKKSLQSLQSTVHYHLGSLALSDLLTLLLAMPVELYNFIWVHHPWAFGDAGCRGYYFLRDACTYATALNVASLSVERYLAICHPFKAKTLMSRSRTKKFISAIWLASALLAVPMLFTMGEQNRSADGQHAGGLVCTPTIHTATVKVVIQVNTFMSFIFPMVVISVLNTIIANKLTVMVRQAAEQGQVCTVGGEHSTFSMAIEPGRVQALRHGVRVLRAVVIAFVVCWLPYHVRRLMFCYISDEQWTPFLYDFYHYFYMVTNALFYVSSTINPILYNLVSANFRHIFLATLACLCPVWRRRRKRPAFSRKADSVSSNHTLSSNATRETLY
Myeloid diff 2: myeloid differentiation induction; ER-HoxA9 myeloid progenitors, lysozyme-GFP differentiation, flow cytometry; calls only at 10 µM; 1% of 360,000 active; AID 624256;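 active = normalized GFP-positive differentiation at or above the plate's own cutoff, the solvent-only control mean plus 3 SD; inconclusive = no clear call, values can overlap the other calls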;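 note: cells exposed to compound for four days before flow analysis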
T cell HTS vesicle-bound %: further read-out of T cell HTS, marked with its call; double positive events, %; measured here: CD8+ vesicle-bound cell fraction;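 binding gate set so that unloaded-vesicle control wells show 10% double positive cells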
NTR1 ag cell count 20 µM: second read-out of NTR1 ag, no call of its own (marks repeat the call); cell count; measured here: cell count, cytotoxicity flag
Myeloid diff 2 GFP+ MAC1+ %: second read-out of Myeloid diff 2, no call of its own (marks repeat the call); GFP+ MAC1+ double positive, %; measured here: differentiation confirmed by MAC1 staining
Starred values were filed as active, the others as inactive; i = inactive; ? = inconclusive; · = no result given; & = joins results of further samples; [ ] = another dose, or the depositor's remark.

SMILES	MgcRacGAP inhibition	K1F lysis inhibition	PhoP inhibition	Large T inhibition	RSV antiviral HEp-2	TNAP activation fold	T cell HTS	T cell HTS vesicle-bound %	NTR1 ag	NTR1 ag cell count 20 µM	Myeloid diff 2	Myeloid diff 2 GFP+ MAC1+ %
CC(=O)Nc1cccc(Nc2nc(-c3ccccc3F)nc3ccccc23)c1	27%	1.3%	5%	14%	4.0%	1.1	i	52	0.1	96	i	0.4
CCOC(=O)c1c(NC(=O)CN2CCC(C)CC2)sc(C)c1C	4%	0.7%	-6%	20%	6.5%	1.1	i	52	8.4	56	i	1.1
Cc1ccc(S(=O)(=O)NCC(=O)OCC(=O)N2C(C)CCCC2C)cc1 (stereo not given)	2%	0.6%	·	·	·	·	i	28	-1.3	52	i	1.5
COCCCNC(=O)Cn1cc(C(=O)C2CC2)c2ccccc21	6%	-0.3%	1%	9%	1.2%	1.2	i	36	-0.6	73	i	1.3
Cc1ccc(/C=c2\sc3nc(-c4cccs4)nn3c2=O)o1	18%	3.4%	-7%	34%	1.0%	1	i	32	2.1	78	i	1.2
O=C(N/N=C1\CC(c2ccccc2)Oc2ccccc21)c1ccccn1 (stereo not given)	4%	0.2%	-4%	6%	0.9%	1.2	i	46	0.4	49	i	0.4
N#Cc1ccc2c(c1)NC(=O)C1CCCN21 (stereo not given)	11%	0.5%	-5%	25%	-1.1%	1	i	37	-0.6	52	i	0.2
CCOC(=O)C1=C(C)Nc2ccccc2N/C1=N\S(=O)(=O)c1ccccc1	-3%	0.1%[50 µM]	·	·	·	·	·	·	-1.4	52	i	0.4
Cc1cc(C)c(C)c(S(=O)(=O)N2CCN(CC(=O)NC(=O)NCc3ccccc3)CC2)c1C	5%	0.3%	2%	9%	2.9%	1	i	45	6.7	57	i	0.6
CCC(=O)c1ccc(N2CCN(C(=O)c3ccccc3Br)CC2)c(F)c1	1%	0.1%	13%	-13%	?	1	i	3	1.1	76	i	0.2
COc1cc(C(=O)O/N=C2\CCCc3c2ccc(OC)c3[N+](=O)[O-])cc(OC)c1OC	4%	1.4%	1%	0%	1.8%	1	i	32	-1.4	60	i	0.2
CCCCn1c(N)c(N(CCOC)C(=O)c2ccc3c(c2)C(=O)N(c2ccccc2C)C3=O)c(=O)[nH]c1=O	11%	0.6%[50 µM]	-10%	14%	-1.1%	·	i	24	0.3	73	i	0.3
CN(CCCNC(=O)CCC(=O)N1CCOc2ccc(Cl)cc21)Cc1ccccc1	-1%	4.1%	·	11%	0.8%	·	i	48	-0.9	46	i	3.3
COc1ccc(-n2c(-c3ccc(Cl)cc3)c[nH]c2=S)cc1	17%	0.0%	-3%	-2%	0.1%	·	i	27	1.7	71	i	0.4
Cc1ccc(-c2nc3cnccn3c2Nc2c(C)cccc2C)o1	21%	-0.2%	-15%	16%	1.9%	1.1	i	44	0.7	90	i	1.4
CCc1nc(NC(C)C)c2oc3ccccc3c2n1	14%	1.1%	9%	6%	-0.8%	1	i	51	0.4	49	i	0.9
CN(Cc1nc2c(s1)CCCC2)C(=O)CCc1nnc(-c2ccccc2)o1	·	·	-5%	3%	1.9%	1	i	48	-0.1	30	i	0.2
O=C(Nc1ccccc1F)c1ccc(COc2ccc(Cl)cc2Cl)o1	3%	-0.1%	0%	3%	9.1%	1.1	i	47	1.0	88	i	0.6
O=c1cc(NCc2ccccc2)[nH]c(=O)[nH]1	2%	-0.3%	·	12%	-2.3%	·	i	33	-0.2	50	i	0.5
CC(C)[C@H](NC(=O)c1ccccc1Cl)C(=O)OCc1cc([N+](=O)[O-])cc2c1OCOC2	6%	0.1%[50 µM]	6%	-3%	2.1%	1	i	10	0.5	48	i	0.6
Cc1csc(=O)n1CCC(=O)OCC(=O)Nc1cc(Cl)ccc1[N+](=O)[O-]	2%	1.0%[50 µM]	-13%	8%	0.1%	·	i	58	0.1	53	i	0.7
Cc1cc(=O)oc2cc(OC(C)C(=O)NCCCN3CCCC3=O)c(Cl)cc12 (stereo not given)	4%	0.3%	-3%	15%	1.9%	·	i	36	-1.3	65	i	0.0
Brc1ccc(-n2cccc2/C=N/n2cnnc2)cc1	16%	0.1%	1%	8%	2.1%	1	i	48	1.7	55	i	1.3
c1ccc(C(c2c[nH]c3ccccc23)c2c[nH]c3ccccc23)nc1	12%	-0.8%[50 µM]	-4%	12%	12%	1.1	i	38	1.7	58	i	1.8
O=C1CN(C(=O)NCC(=O)N[C@@H](Cc2ccccc2)C(=O)O)c2ccccc2N1	1%	4.0%	·	·	0.8%	·	i	49	-0.3	94	i	2.4
COC(=O)c1ccc(CSCc2ccc(C(=O)OC)o2)o1	1%	0.1%	0%	-15%	-0.4%	·	i	26	-1.5	99	i	0.9
COc1cccc(NC(=O)C2C3C=CC4(O3)C2C(=O)N(C(C)C)C4C(=O)NC2CCCCC2C)c1 (stereo not given)	9%	15%	-11%	17%	2.7%	1	i	48	-0.7	62	i	0.4
CSc1nc(N)c(C(=O)NC2CCCCC2)s1	4%	0.4%	1%	1%	6.5%	·	i	20	0.4	77	i	0.4
CCOC(=O)CC(=O)c1sc2c(c1N)c(=O)[nH]c(=O)n2-c1ccc(OC)cc1	7%	0.0%	-9%	2%	1.2%	·	i	33	-0.5	79	i	0.6
CCOC(=O)C1=C(CS(=O)(=O)c2ccccc2)NC(=O)NC1c1cc(OC)c(O)c(OC)c1 (stereo not given)	8%	0.2%	4%	12%	0.7%	·	i	50	0.3	46	i	2.1
CCOC(=O)C1=C(C)NC(C)=C(C(=O)OCC)C1C(=O)OCC(=O)N1c2ccccc2CC1C (stereo not given)	-3%&6%	-3.2%&-2.2%	-3%	-7%	2.9%	1.1	i	12	-5.5	80	i	0.8&0.5
Cc1cc(C)nc(SCC(=O)Nc2ncccn2)n1	·	·	0%	21%	1.3%	1.1	i	47	2.9	46	·	·
CCOc1cccc(C(=O)NC(=S)Nc2cccnc2)c1	4%	3.1%	-6%	1%	2.4%	0.8	i	48	0.1	49	i	0.3
Cc1ccc(NC(=O)C2(c3cccs3)CCOCC2)cc1C	13%	1.3%[50 µM]	-12%	2%	1.0%	1.2	i	23	-0.2	71	i	1.4
CC1CN(C(=O)/C=C/c2ccccc2[N+](=O)[O-])CC(C)O1 (stereo not given)	12%	0.2%	1%	-3%	1.1%	1.2	i	61	-0.8	102	i	0.3
O=C(COC(=O)CCN=C1NS(=O)(=O)c2ccccc21)NNC(=O)c1ccc(Cl)cc1	11%	0.6%[50 µM]	·	·	0.0%	·	i	42	-1.8	56	i	0.2

Laid out differently: entries from further up
Every second line gives: MgcRacGAP inhibition	K1F lysis inhibition	PhoP inhibition	Large T inhibition	RSV antiviral HEp-2	TNAP activation fold	T cell HTS	T cell HTS vesicle-bound %	NTR1 ag	NTR1 ag cell count 20 µM	Myeloid diff 2	Myeloid diff 2 GFP+ MAC1+ %
> O=C1CN(C(=O)NCC(=O)N[C@@H](Cc2ccccc2)C(=O)O)c2ccccc2N1
→ 1%	4.0%	·	·	0.8%	·	i	49	-0.3	94	i	2.4
> COC(=O)c1ccc(CSCc2ccc(C(=O)OC)o2)o1
→ 1%	0.1%	0%	-15%	-0.4%	·	i	26	-1.5	99	i	0.9
> COc1cccc(NC(=O)C2C3C=CC4(O3)C2C(=O)N(C(C)C)C4C(=O)NC2CCCCC2C)c1 (stereo not given)
→ 9%	15%	-11%	17%	2.7%	1	i	48	-0.7	62	i	0.4
> CSc1nc(N)c(C(=O)NC2CCCCC2)s1
→ 4%	0.4%	1%	1%	6.5%	·	i	20	0.4	77	i	0.4
> CCOC(=O)CC(=O)c1sc2c(c1N)c(=O)[nH]c(=O)n2-c1ccc(OC)cc1
→ 7%	0.0%	-9%	2%	1.2%	·	i	33	-0.5	79	i	0.6
> CCOC(=O)C1=C(CS(=O)(=O)c2ccccc2)NC(=O)NC1c1cc(OC)c(O)c(OC)c1 (stereo not given)
→ 8%	0.2%	4%	12%	0.7%	·	i	50	0.3	46	i	2.1
> CCOC(=O)C1=C(C)NC(C)=C(C(=O)OCC)C1C(=O)OCC(=O)N1c2ccccc2CC1C (stereo not given)
→ -3%&6%	-3.2%&-2.2%	-3%	-7%	2.9%	1.1	i	12	-5.5	80	i	0.8&0.5
> Cc1cc(C)nc(SCC(=O)Nc2ncccn2)n1
→ ·	·	0%	21%	1.3%	1.1	i	47	2.9	46	·	·

(further entries)
SMILES	MgcRacGAP inhibition	K1F lysis inhibition	PhoP inhibition	Large T inhibition	RSV antiviral HEp-2	TNAP activation fold	T cell HTS	T cell HTS vesicle-bound %	NTR1 ag	NTR1 ag cell count 20 µM	Myeloid diff 2	Myeloid diff 2 GFP+ MAC1+ %
COCCNC(=O)/C(C#N)=C/c1c(F)cccc1Cl	15%	-0.4%	3%	8%	-1.1%	1.1	i	45	-0.2	53	i	0.0
O=C(CNS(=O)(=O)c1ccc(F)c(Cl)c1)N1CCCCCC1	12%	2.1%[50 µM]	19%	6%	1.4%	1	i	44	5.7	70	i	0.5
COc1ccc(CCNC(=O)CC(c2ccccc2)c2cccc(C)c2O)cc1OC (stereo not given)	6%	0.5%	2%	6%	1.6%	1	i	59	-0.4	42	·	·
Cc1cccc(NC(=S)N(CCCN2CCOCC2)C(C)c2cc3ccccc3o2)c1 (stereo not given)	5%	1.4%[50 µM]	1%	2%	-2.0%	1	i	29	3.0	68	i	0.7
COc1ccccc1OCC(=O)N(Cc1nc(-c2ccccc2)no1)C(C)C	1%	-0.1%	-3%	6%	0.6%	·	i	13	1.6	61	i	0.5
CC1Sc2ccc(S(=O)(=O)CCC(=O)NCc3ccccc3Cl)cc2NC1=O (stereo not given)	15%	-0.1%	8%	-4%	0.7%	·	i	18	2.4	58	i	3.5
CCOC(=O)CSc1nnc(CNc2ccccc2Cl)n1-c1ccccc1	8%	-0.6%	6%	1%	-0.4%	1.1	i	32	0.1	87	i	2.6
COc1cccc(CNC(=O)c2ccc3nc[nH]c3c2)c1	1%	0.8%	8%	18%	1.4%	1.1	i	14	0.6	91	i	1.3
